From PubChem
AmpC detergent = AmpC beta-lactamase inhibition with detergent present | P00811 | AmpC hydrolysis of nitrocefin, absorbance 480 nm, 0.01% Triton | Potency, µM (doses to about 114 µM), for the others: at the top dose activity change, negative = inhibition, actives largely listed as inhibitors | 370,000 compounds, 0.041% hits | AID 485294;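 also: potency is read from the fitted curve at half-maximal effect; 0% = no-compound wells and -100% = no-enzyme wells; nearly all actives have a fitted effect of over 25% in size; some results filed as inactive show a strong effect at the top dose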
Target sequence (P00811 whole entry, looked up): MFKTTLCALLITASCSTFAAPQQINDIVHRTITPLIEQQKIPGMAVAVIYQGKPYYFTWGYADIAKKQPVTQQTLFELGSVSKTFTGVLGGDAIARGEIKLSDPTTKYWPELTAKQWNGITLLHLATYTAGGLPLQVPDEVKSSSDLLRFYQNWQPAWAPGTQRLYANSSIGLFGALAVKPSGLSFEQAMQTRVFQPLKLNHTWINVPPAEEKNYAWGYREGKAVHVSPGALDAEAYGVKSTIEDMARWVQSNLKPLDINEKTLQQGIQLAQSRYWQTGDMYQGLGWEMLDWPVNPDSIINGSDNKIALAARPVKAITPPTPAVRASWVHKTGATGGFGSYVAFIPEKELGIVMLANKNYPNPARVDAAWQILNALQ
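20 mM phosphate pH 7.0 + 0.01% (detergent screen) or 0.0001% Triton X-100; 5.3 nM AmpC reagent; cpd preinc 15 min RT; nitrocefin (800 uM stock) to start; A480 q20 s × 4 min; Activity was normalised to no-enzyme and no-compound control wells.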
AMA1 RON2 block = inhibitors of Plasmodium falciparum AMA1-RON2 interaction | AlphaScreen AMA1-biotinylated RON2 peptide binding | Potency, µM (highest dose often 58.2 µM), for inactives: top-dose activity change, negative = inhibition, most hits filed as inhibitors | 360,000 compounds, 0.2% hits | AID 720542;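 also: potency is read from the fitted curve at half-maximal effect; 0% = vehicle wells and -100% = peptide control; nearly all actives have a fitted effect of over 45% in size; some results filed as inactive show a strong effect at the top dose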
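AMA1 (3D7) with his tag at 25 nM final met compounds first, then biotinylated RON2 peptide at 25 nM; detection used donor plus acceptor beads, 10 µg/mL apiece, read by AlphaScreen after 30 min at room temperature.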
HCV inh = inhibitors of hepatitis C virus infection. Huh7.5.1 HCVcc-Cre infection, luciferase reporter, 44 h. Potency, µM (titrated, usually from 41.8 µM), for the others: top-dose activity change, negative = inhibition, most hits filed as inhibitors. 340,000 compounds, 3.4% hits; also: potency is read from the fitted curve at half-maximal effect
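Whole-lifecycle infectious HCVcc-Cre system; cells 1,000/well, compound then virus (~0.5 moi) added 4 h after plating, 44 h culture. Luciferase read 15 sec following 15 min substrate incubation, room temp.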
AmpC inh no detg = blocks E. coli AmpC beta-lactamase in detergent-free assay; AmpC nitrocefin hydrolysis, absorbance 480 nm, 0.0001% Triton; Potency, µM (top dose mostly 57.1 µM), for the others: at the top dose activity change, negative = inhibition, most hits filed as inhibitors; 330,000 compounds, 0.52% hits;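 also: potency is read from the fitted curve at half-maximal effect; plate controls were no compound for no effect and no enzyme for full effect; nearly all actives have a fitted effect of over 20% in size; some results filed as inactive show a strong effect at the top dose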
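AmpC (5.3 nM in the dispensed reagent) in 20 mM phosphate pH 7.0 with 0.01% (detergent screen) or 0.0001% Triton X-100 was preincubated with compounds for 15 min at room temperature. Nitrocefin was then added from an 800 uM solution, and hydrolysis was followed at 480 nm.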
Tb PYK inh = T. brucei pyruvate kinase inhibition; Q57TT1; TbPYK enzyme, Kinase-Glo Plus ATP luminescence, 45 min; Potency, µM (titrated, usually from 76.8 µM), for the others: top-dose activity, negative = inhibition, usual class: inhibitors; 410,000 compounds, 0.12% hits; AID 624173; also: potency is read from the fitted curve at half-maximal effect; nearly all actives have a fitted effect of over 50% in size
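TbPYK + substrate in 50 mM TEA pH 7.2, 100 mM KCl, 10 mM MgCl2, 0.05% BSA, 0.01% Tween-20; cpd pinned; ADP 130 uM final; 45 min RT; Kinase-Glo Plus 10 min; luminescence endpoint.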
HCMV antiviral = inhibitors of human cytomegalovirus; HFF cells, HCMV-luciferase reporter, 72 h; hits give low values; 410,000 compounds, 4.5% hits; activity change, negative = inhibition, % at 57.5 µM; AID 1259415; in the data active = activity change below about -60%; inconclusive = no clear call, values can overlap the other calls; inactive = above about -39%
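Cell-based, HFFs, 1000 cells/well, 16 h 37C; cpds in DMSO + HCMV-luc, MOI 1 PFU/cell; 72 h 37C; OneGlo luminescence after 5 min RT; norm. to buffer vs Salinomycin 10uM.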
LmPK inh = inhibitors of Leishmania mexicana pyruvate kinase; Potency, µM (titrated, usually from 57.5 µM), inactives show top-dose activity change, negative = inhibition, usual class: inhibitors; Q27686; AID 1721; purified LmPK, Kinase-Glo ATP luminescence, 1 h; 290,000 compounds, 0.37% hits; also: potency is read from the fitted curve at half-maximal effect
Target sequence (Q27686 whole entry, looked up): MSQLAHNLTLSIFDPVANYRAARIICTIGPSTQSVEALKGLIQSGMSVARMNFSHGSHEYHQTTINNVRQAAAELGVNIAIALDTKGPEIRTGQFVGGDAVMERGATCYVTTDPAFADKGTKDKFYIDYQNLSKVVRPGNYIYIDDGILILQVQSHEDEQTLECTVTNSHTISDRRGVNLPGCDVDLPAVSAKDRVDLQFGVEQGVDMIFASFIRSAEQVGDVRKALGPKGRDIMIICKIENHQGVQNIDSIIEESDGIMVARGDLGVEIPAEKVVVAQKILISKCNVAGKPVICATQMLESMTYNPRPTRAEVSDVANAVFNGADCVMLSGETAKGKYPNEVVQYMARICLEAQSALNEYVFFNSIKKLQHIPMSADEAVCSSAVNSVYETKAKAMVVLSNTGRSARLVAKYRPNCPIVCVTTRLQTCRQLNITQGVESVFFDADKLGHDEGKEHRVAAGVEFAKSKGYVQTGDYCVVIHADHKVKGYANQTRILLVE
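Screened at intermediate enzyme activity to detect both inhibitors and activators: LmPK at 0.1 nM, with a 0.5 nM enzyme column as activation reference. PEP 0.5 mM, ADP 0.1 mM; ATP detected by luminescence after 1 h.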
* marks the source's active call; other numbers are inactive results; u = inconclusive; x = not tested or not shown; & = joins results of further samples; [ ] = dose if it differs, or a comment. Unless noted, calls follow the shape of the dose curve; as a rule, active = well fitted curve in the direction sought with a large enough effect; inconclusive = small, poorly fitted or top-dose-only effect, or another doubt; inactive = no such curve, though single readings can be large; an effect the other way counts as inactive or inconclusive. Unless noted, % is scaled to controls: 0 for no effect and ±100 for the full control effect.

SMILES	AmpC detergent	AMA1 RON2 block	HCV inh	AmpC inh no detg	Tb PYK inh	HCMV antiviral	LmPK inh
COCCNC(=O)c1cccc2c1-c1ccccc1C2=O	-15%	18%	7%	-20%	2%	-15	3%
CC(C)(C)c1ccc(OCC(=O)Nc2ccc(C(=O)Nc3ccccc3C(=O)O)cc2)cc1	-1%	-19%	-6%	-32%	-10%	6	-7%
CCC(Sc1nnnn1-c1ccccc1)C(=O)NC(C)c1ccccc1 (stereo not drawn)	0%	2%	u	-21%	-7%	22	-1%
Cc1ccccc1C(=O)Nc1ccnn1C1CCN(CCCc2ccccc2)CC1	4%	-5%	x	103%[activator]	-1%	x	1%
CCOC(=O)C1(Cc2ccccc2Cl)CCN(S(=O)(=O)N(C)C)CC1	3%	-2%	4%	129%[activator]	0%	23	8%
O=C(CN(Cc1ccco1)C(=O)c1cc(=O)[nH]c2ccccc12)Nc1ccccc1Br	-13%	-9%	3%&-7%	-17%	-3%	-4	4%
COCCNC(=O)C1CCC(CNS(=O)(=O)c2ccc3c(c2)CC(C)N3C(C)=O)CC1 (stereo not drawn)	-8%	x	x	x	4%	-9	x
CCN(CC)S(=O)(=O)c1ccc2[nH]cc(C(=O)NCCN3CCCCCC3)c(=O)c2c1	-5%	0%	-10%	78%[activator]	-9%	-17	1%
NC(=O)c1ccc(-c2noc(-c3ccccc3F)n2)cc1	2%	x	x	-14%	3%	51	x
Cc1noc(C)c1C(=O)N1CCN(Cc2ccccc2)CC1	1%	12%	21%	-2%	-2%	105	9%
NNC(=O)c1cccn(Cc2ccc(Cl)cc2Cl)c1=O	-1%	51%[activator]	u	4%	1%	x	-2%
CC(=O)Nc1ccc(S(=O)(=O)Oc2ccccc2N2C(=O)C3C4CCC(C4)C3C2=O)cc1 (stereo not drawn)	-1%	-13%	x	-10%	-11%	-34	8%
Cn1ncc(Br)c1C(=O)OCC(=O)Nc1nc(-c2ccccc2)cs1	u	-15%	u	-13%	-1%	136	0%
CCOc1ccc(N2C(=O)CC(N(CCc3ccc(OC)c(OC)c3)C(=S)Nc3ccccc3)C2=O)cc1 (stereo not drawn)	11%	7%	0%	62%[activator]	-13%	-68*	2%
O=C(Nc1cccc(Cl)c1)c1cc(F)cc2c1OCOC2	-3%	16%	u	-25%	-11%	41	7%
CCN(CC)CCn1c2c(c(SCC(=O)Nc3cc(C)on3)nc1=O)CCCC2	0%	0%	16%	-10%	4%	-18	x
O=C(NCCCc1ccccc1)c1cccc(NC(=O)c2ccccc2)c1	x	-3%	-20%	x	0%	-19	x
COc1ccc(-c2cc(C(=O)Nc3nc4c(C)cccc4s3)c3ccccc3n2)cc1OC	u	20%	u	-36%	5%	65	1%
Cc1ccc2c(Cl)c(C(=O)Nc3cc(C)on3)sc2c1	5%	3%	-5%	-15%	1%	110	-3%
CCOC(=O)/C=C/[C@H]1CC(c2ccccc2)(c2ccccc2)CO1	3%	27%	3%	-4%	-1%	u	x
O=C(CCn1nc(-c2ccc(Cl)cc2)c2ccccc2c1=O)NCCN1CCOCC1	-14%	-9%	-12%	148%[activator]	1%	13	2%
COc1cccc(CNC(=O)CCc2c(C)c3cc4c(C)c(C)oc4cc3oc2=O)c1	1%	x	x	x	7%	-35	x
O=C(Nc1ccc(Oc2ncnc3cc(Cl)ccc23)nc1)c1ccc(F)cc1	3%	-12%	-5%	0%	-3%	x	9%
C/C(Cn1nnc2ccccc21)=N\OC(=O)c1cc(F)c(F)cc1Cl	6%	10%	21%	-12%	2%	16	2%
CCN(C(=O)Cc1c(C(=O)O)n(C)c2ccccc12)c1cccc(C)c1	-1%	-11%	16%	-17%	2%	0	8%
CCOC(=O)C(C)Sc1ncnc2c1nnn2-c1ccc(F)cc1 (stereo not drawn)	-13%	31%[activator]	-5%	2%	-4%	18	6%
Cc1cc(=O)n2nc(N3CCCC(C(=O)NCCCN4C(C)CCCC4C)C3)sc2n1 (stereo not drawn)	x	-15%	x	x	0%	-17	x
O=C(NC1CCC1)C1CCC(=O)N(Cc2ccccc2F)C1 (stereo not drawn)	-13%	0%	-8%	5%	-1%	41	-2%
Cc1cc(C(=O)COC(=O)Cn2cnc3c2c(=O)n(C)c(=O)n3C)c(C)n1C	2%	-20%	7%	0%	1%	-29	3%
O=c1[nH]nc(SCc2ccccc2Cl)n1-c1ccc2c(c1)OCCO2	3%	-7%	9%	-11%	7%	-9	2%
CC(=O)Nc1ccc2sccc2c1	-10%	12%	0%	-6%	-1%	10	11%
S=C(NCCc1ccccc1)N1CCN(Cc2ccccc2)CC1	-9%	u	u	24%	5%	37	-4%
COC(=O)c1c(N2C(=O)[C@H]3[C@@H](C2=O)[C@]2(C(=O)Nc4c(C)cccc42)N2CCC[C@@H]32)sc(C)c1C	-2%	5%	8%	72%[activator]	3%	25	-5%
COc1cccc(-c2cc3nc(NCCOc4ccccc4Cl)n(C)c(=O)c3s2)c1	x	-2%	x	x	2%	16	x
COc1ccc(Cn2c(C(=O)O)c(CNCCc3ccco3)c3ccc(OC)cc32)cc1	6%	x	x	x	8%	6	x
CCC(Sc1nnnn1-c1ccccc1)C(=O)Nc1nc2ccccc2s1 (stereo not drawn)	u	-4%	u	-20%	5%	7	6%
Cc1ccc(S(=O)(=O)c2nc(S(=O)(=O)c3ccccc3)sc2N2CCN(CCO)CC2)cc1	-16%	-13%	-8%	156%[activator]	-7%	-98*	7%
CC1CCc2[nH]c3ccc(C(=O)Nc4ccc(C(=O)N(C)C)cc4)cc3c2C1 (stereo not drawn)	-7%	-3%	x	-37%	6%	0	-8%
COc1ccc(OC)c(S(=O)(=O)N2CCCC(C(=O)N3CCCCCC3)C2)c1 (stereo not drawn)	-2%	15%	x	-4%	1%	-16	-1%
CCOC(=O)C1=C(O)C(=O)N(c2ccc(S(N)(=O)=O)cc2)C1c1cccc([N+](=O)[O-])c1 (stereo not drawn)	6%	-8%	-29%	-15%	1%	-21	6%
O=C(O)CP(=O)(O)O	0%	10%	2%[8.37 µM]	-27%	4%&-4%	45	3%
O=C(Cc1ccc(Cl)cc1)Nc1ccccc1CO	-12%	4%	20%	-21%	-1%	-15	-3%
Cc1cccc(NC(=O)CCC(=O)Nc2nnc(C3CCCCC3)s2)c1	-2%	9%	13%	-18%	4%	-27	4%
CCCSc1nc2cc(S(=O)(=O)N3CCOCC3)ccc2n1CC	0%	2%	5%	285%	7%	-7	-4%
CCC1CN(C(=O)Nc2cccc(OC)c2)c2ccccc2O1 (stereo not drawn)	3%	x	x	x	4%	-2	x
COc1ccc(CNC(=O)CN2CCC(NC(=O)c3ccc(OC)cc3)CC2)cc1	-4%	0%	13%	15%	19%	1	1%
CCOC(=O)c1ccc(N2Cc3ccccc3C2)cc1O	3%	4%	u	-47%	2%	58	-13%
O=C(CN1CCC(n2nnc3cc(F)ccc32)CC1)NCCc1ccccc1	-11%	-1%	11%	26%	-7%	73	1%

An excerpt of these results, with two lines to a compound:
Each structure is followed by: AmpC detergent | AMA1 RON2 block | HCV inh | AmpC inh no detg | Tb PYK inh | HCMV antiviral | LmPK inh
> CCCSc1nc2cc(S(=O)(=O)N3CCOCC3)ccc2n1CC
→ 0% | 2% | 5% | 285% | 7% | -7 | -4%
> CCC1CN(C(=O)Nc2cccc(OC)c2)c2ccccc2O1 (stereo not drawn)
→ 3% | x | x | x | 4% | -2 | x
> COc1ccc(CNC(=O)CN2CCC(NC(=O)c3ccc(OC)cc3)CC2)cc1
→ -4% | 0% | 13% | 15% | 19% | 1 | 1%

Remaining list, next part.
SMILES	AmpC detergent	AMA1 RON2 block	HCV inh	AmpC inh no detg	Tb PYK inh	HCMV antiviral	LmPK inh
CC(C#N)N1CCN(S(=O)(=O)c2ccc3c(c2)CCC3)CC1 (stereo not drawn)	4%	-10%	1%	-12%	-4%	-16	x
O=C(CSc1nc(O)cc(=O)[nH]1)N1c2ccccc2Sc2ccccc21	2%	-2%	-29%	-37%	1%	-27	6%
O=C(CCCn1c(=S)[nH]c2ccccc2c1=O)N1CCCCC1	3%	4%	12%	u	1%	-3	1%
Cc1cc(N2CCCC2=O)ccc1S(=O)(=O)N1CCOCC1	1%	28%	8%	-12%	0%	u	3%
CCOC(=O)N1CCN(CCC(=O)Nc2ccc(OC(F)(F)F)cc2)CC1	2%	-2%	-27%	78%[activator]	2%	-38	1%
O=C(Cc1ncc(C(F)(F)F)cc1Cl)N1CCN(c2ccc(F)cc2)CC1	-11%	-5%	1%	25%	1%	-1	3%
CCc1nc2ccccc2c(C(=O)OCC(=O)Nc2cccc(S(=O)(=O)N3CCOCC3)c2)c1C	-8%	0%	11µM*	39%	4%	-32	4%
Cc1ccc(S(=O)(=O)N(CC(=O)NCCSc2ccccn2)c2ccccc2F)cc1	u	0%	-2%	-1%	0%	0	0%
CC(=O)c1cc2c(cc1NC(=O)CSc1nnc(C)s1)OCO2	-2%	5%	3%	-14%	-9%	21	-1%
Fc1ccc(-c2nc3nc4ccccc4nc3n2Cc2ccco2)cc1	-4%	-9%	18%	16%	-7%	68	2%
Cn1c(O)c(/C=C2/C=CC=N2)c(=O)[nH]c1=O	14%	5%	11%	-1%	4%	0	1%
CC1(C)CC(=O)C(N=Nc2cccnc2)=C(O)C1	9%	2%	-10%	-23%	-3%	u	-6%
Cc1ccc(NC(=O)C(=O)c2cn(CC(=O)N3CCCCC3)c3ccccc23)cc1	0%	-29%	u	-32%	2%	68	-5%
Cc1ccc(S(=O)(=O)N2CCCCC2)cc1NC(=O)CNC(C)c1ccc(Cl)c(Cl)c1 (stereo not drawn)	7%	4%	8.9µM*	30%	7%	-1	x
Cn1c(=O)cc(OCCCC(=O)N2CCCCC2)c2ccccc21	-1%	-3%	u	1%	10%	234	3%
Cc1ccc2nc(CN3CCN(C(=O)Nc4ccc(C)c(F)c4)CC3)oc2c1	12%	x	x	x	4%	18	x
Cc1ccc(S(=O)(=O)N2CCOC2CNC(=O)C(=O)NCCN(C)C)cc1 (stereo not drawn)	2%	0%	x	-14%	2%	5	-12%
CC(=O)Nc1cnc(-c2cccc(C(=O)N(C)C)c2)cn1	x	7%	x	x	-4%	39	x
Cc1ccsc1/C=N/NC(=O)c1cccnc1	-6%	55%[activator]	5%	-5%	0%	13	-9%
C/C=C(\C)CN1CCCC(CO)(Cc2ccccc2)C1 (stereo not drawn)	4%	22%	2%	2%	-2%	25	0%
